High-throughput results (PubChem)
ABHD5 PLIN5 PPI: inhibitors of human ABHD5-perilipin-5 interaction | inhibition, % at 4 µM | Q00G26+Q8WTS1 | Split G. princeps luciferase complementation, luminescence, 4 h | actives 0.78% (n = 360,000);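 active = inhibition above the mean inhibition across every tested compound plus 3 SD, cut at about 22% in these data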;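 note: 0% = DMSO only wells and the 100% control is not disclosed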
MC4R antag cAMP: antagonists of human melanocortin 4 receptor (MC4R); P32245; actives 0.48% (n = 360,000); MC4R-expressing cells, MTII-stimulated cAMP, LANCE TR-FRET; AID 540295; inhibition, % at 6.5 µM;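 active = inhibition above its plate's cutoff, the mean of tested wells on that plate plus 3 SD, cut at about 29% in these data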;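 note: 0% = Melanotan II alone and 100% = Melanotan II plus saturating MCL0020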
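Assay system: U2OS cells stably expressing human melanocortin 4 receptor (MC4R) / Dosing: 6.5 µM / Timing: compound 30 min, challenge 1 h, detection 1 h / Measured by: Eu-cAMP/anti-cAMP TR-FRET, emission 671 nm / Replicates: singlicate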
Granule exo inh: blocks lytic granule exocytosis; TALL-104 LAMP-1 surface exposure, flow cytometry; cells stimulated with thapsigargin and PMA; inhibition, % at 10 µM; actives 0.66% (n = 360,000); AID 651702;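 active = inhibition above about 55%, limit read from the data; inconclusive = no clear call, values can overlap the other calls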
Glyco luc inh: blocks N-linked glycosylation in D54 reporter cells; D54 ERlucT glycosylation luciferase reporter, 24 h; percent of 100 nM tunicamycin response; reporter increase, % at 12.5 µM; actives 0.23% (n = 360,000); AID 588692;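 active = mean luciferase reporter signal, scaled so untreated is 0 and the glycosylation-blocking control 100, at or above a set limit in every replicate; inconclusive = mean reaches the limit but not every replicate does; inactive = mean below the limit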;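 note: luciferase carries N-glycosylation sites so blocking glycosylation raises the light; 0% = median of neutral control wells and 100% = median of 100 nM tunicamycin wells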
Vif inh: HIV Vif inhibition | actives 0.35% (n = 340,000) | HEK293T cells, Vif self-association by quenched fluorescence, imaging, 24 h | inhibition, % at 7.49 µM | AID 602346; in the data active = inhibition above about 50%, passing the limit was not always enough; inconclusive = no clear call, values can overlap the other calls; inactive = below about 31%; note: some results filed as inactive read as strong as hits
ABCB6 inh MLPCN: human ABCB6 transporter inhibition; Q9NP58; K562-ABCB6 porphyrin accumulation, flow cytometry, 1 h; hits give low values; fluorescence ratio to DMSO, % at 10 µM; actives 0.19% (n = 360,000); AID 602162;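 active = fluorescence ratio to DMSO below 75%, the collection mean minus 3 SD; inconclusive = too few cells collected in the well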;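 note: signal is porphyrin accumulated inside mitochondria; 100% equals median channel fluorescence of DMSO control wells; lower ratio means ABCB6 inhibition with less porphyrin fluorescence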
Target sequence (Q9NP58 whole entry, looked up): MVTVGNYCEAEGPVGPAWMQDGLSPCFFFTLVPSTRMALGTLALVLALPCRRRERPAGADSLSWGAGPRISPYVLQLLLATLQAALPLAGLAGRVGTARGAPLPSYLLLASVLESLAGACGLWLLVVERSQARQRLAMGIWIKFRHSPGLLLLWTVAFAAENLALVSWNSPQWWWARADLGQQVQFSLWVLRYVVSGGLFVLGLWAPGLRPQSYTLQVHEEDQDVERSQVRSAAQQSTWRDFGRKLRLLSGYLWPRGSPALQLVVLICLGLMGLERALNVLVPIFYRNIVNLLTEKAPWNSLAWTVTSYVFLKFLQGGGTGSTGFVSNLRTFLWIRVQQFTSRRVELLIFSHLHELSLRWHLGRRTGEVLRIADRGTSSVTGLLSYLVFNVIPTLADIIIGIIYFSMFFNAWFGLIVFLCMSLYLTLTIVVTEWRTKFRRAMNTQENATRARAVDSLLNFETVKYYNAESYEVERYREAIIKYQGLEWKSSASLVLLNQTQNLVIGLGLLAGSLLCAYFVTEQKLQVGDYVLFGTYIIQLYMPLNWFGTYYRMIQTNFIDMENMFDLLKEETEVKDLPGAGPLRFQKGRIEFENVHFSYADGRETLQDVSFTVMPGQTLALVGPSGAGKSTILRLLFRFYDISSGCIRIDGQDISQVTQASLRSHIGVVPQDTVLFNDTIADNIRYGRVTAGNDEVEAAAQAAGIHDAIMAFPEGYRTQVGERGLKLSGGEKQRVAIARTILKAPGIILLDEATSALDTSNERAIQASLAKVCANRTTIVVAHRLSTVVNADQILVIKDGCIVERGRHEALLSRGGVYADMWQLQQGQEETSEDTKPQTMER
aDG glyco act: alpha-DG glycosylation activation; Pro5-aDG cells, alpha-DG glycosylation AlphaScreen (IIH6); 0% Pro5, 100% B10-LARGE cell signal; activation, % at 10 µM; actives 0.22% (n = 360,000); AID 624168;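 active = activation of at least 8% versus controls, or a plate z-score of at least 8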;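 note: Pro5 are CHO cells carrying HIG-tagged alpha-DG that lacks glycosylation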
NOD2 RIPK2 PPI: blocks binding of human NOD2 to RIPK2. O43353. CHO BLA complementation NOD2-RIPK2, CCF4 ratio. inhibition, % at 4.98 µM. actives 0.38% (n = 360,000). AID 624267; in the data active = inhibition above about 21%;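 note: 0% = vehicle only and 100% = reference blocker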
TLR9-MyD88 inh: blocks human TLR9 binding to MyD88. Q9NR96+Q99836. CHO BLA complementation TLR9-MyD88, CCF4 FRET ratio. inhibition, % at 4.98 µM. actives 0.21% (n = 340,000). AID 504734;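 active = inhibition above the mean over all tested compounds plus 3 SD, cut at about 21% in these data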;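 note: 0% = DMSO only wells and 100% = clavulanate BLA inhibitor control wells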
MC4R ag barr: agonists of human melanocortin 4 receptor (MC4R) beta-arrestin; AID 540308; actives 0.98% (n = 360,000); activation, % at 8.9 µM; U2OS MC4R beta-arrestin complementation, luminescence; percent of melanotan II response, DMSO zero; P32245;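 active = activation above a per-plate cutoff, the mean activation of sample wells on that plate plus 3 SD, cut at about 8% in these data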
Numbers without * were called inactive; i = inactive; ? = inconclusive; . = no result given.

SMILES | ABHD5 PLIN5 PPI | MC4R antag cAMP | Granule exo inh | Glyco luc inh | Vif inh | ABCB6 inh MLPCN | aDG glyco act | NOD2 RIPK2 PPI | TLR9-MyD88 inh | MC4R ag barr
O=C(CSc1nnnn1-c1ccc2c(c1)OCCO2)N1CCN(C(=O)c2ccco2)CC1 | 2 | 4 | 1 | -1 | 4 | 98 | 0.0 | -1 | 7 | -1.8
CCCOC(=O)c1ccc(NC(=O)C(CC)CC)cc1 | 4 | 2 | 2 | -1 | 6 | 100 | 0.1 | -4 | -12 | 2.4
Cn1ncc(Cl)c1C(=O)Nc1nnc(C2CC2)s1 | -1 | 4 | -1 | 0 | 6 | 93 | -0.2 | -10 | 1 | -4.1
CCc1nc(SCC(=O)NNC(=O)c2ccc(OC)cc2)c2ccccc2n1 | 1 | 9 | -5 | 2 | -4 | 97 | 0.9 | 1 | 0 | -3.0
Cc1cccc(-c2nnc(SCC#N)n2Cc2ccccc2)c1 | 7 | 7 | -1 | 3 | -10 | 94 | 0.5 | -3 | 4 | -0.1
Cc1cccc(N2CCN(S(C)(=O)=O)CC2)c1C | -4 | -9 | -1 | 1 | . | 114 | -0.1 | -8 | -4 | -0.2
CCN1C(=O)[C@H]2[C@@H](c3ccc(C)cc3)N3C(=O)N(c4cccc(Cl)c4)C(=O)[C@@]3(Cc3ccc(Cl)cc3)[C@H]2C1=O | 10 | 8 | -3 | 3 | . | 100 | 0.4 | -7 | 5 | 0.5
CC(Sc1nc2ccccc2s1)C(=O)NCc1ccc2c(c1)OCO2 (stereo unspecified) | -2 | 1 | 1 | 1 | 1 | 83 | 0.1 | 7 | 3 | 0.5
CCc1ccc(NC(=O)C2(c3ccccc3)CC2(Cl)Cl)cc1 (stereo unspecified) | -9 | 4 | 6 | -3 | 3 | 98 | 0.1 | 5 | 1 | 2.5
CCCN(CCC)CCNC(=O)C1CC(=O)N(c2ccc(OC)cc2)C1c1ccc(OC)cc1 (stereo unspecified) | 2 | 8 | -2 | -1 | 3 | 94 | -0.1 | 6 | -2 | 1.0
CCOC(=O)C1=C(C)NC(C)=C(C(=O)OCC)C1C(=O)OCC(=O)N1CCc2ccccc21 | 1 | 1 | 0 | 1 | -13 | 91 | 0.0 | -7 | 4 | 1.4
O=C(O)CCCN1C(=O)c2ccc(C(=O)c3cccc([N+](=O)[O-])c3)cc2C1=O | -5 | -3 | 8 | 0 | 26 | 85 | -0.2 | 4 | -11 | -0.7
CC(CCC(=O)O)C1CCC2C3CCC4C[C@H](O)CCC4(C)C3CC(=O)C12C (stereo partly specified) | -2 | 9 | 5 | 0 | 53* | 100 | -0.1 | 6 | -23 | -0.8
COc1ccc(NS(=O)(=O)c2cccc(NC(=O)CCC(=O)c3cccs3)c2)cc1 | -5 | 15 | 8 | -1 | -6 | 102 | 0.0 | 0 | 0 | -0.2
COc1cccc(-c2cc(C(=O)N3CCc4ccccc4C3)[nH]n2)c1 | -4 | 2 | -1 | 2 | 5 | 103 | -0.1 | -4 | 9 | -0.2
CCOc1ccc([C@@H]2CC=C(C(=O)O)[C@H](c3ccc(F)cc3)N2S(=O)(=O)c2ccc(C)cc2)cc1 | 6 | 8 | 0 | -2 | . | 101 | -0.2 | 14 | -9 | -0.6
COC(=O)c1oc2ccc(Cl)cc2c1N | -1 | -4 | -1 | 2 | 2 | 99 | 0.0 | -5 | -4 | -1.2
O=C(CN(CCc1ccccc1)C(=O)CNS(=O)(=O)c1ccc(F)cc1)NCC1CCCO1 (stereo unspecified) | 2 | 12 | 0 | 1 | . | 96 | 0.0 | -9 | 3 | -1.3
COC(=O)c1ccc(Sc2ccc(F)cc2)c(N)c1 | -6 | -11 | 0 | -3 | 2 | 102 | 0.0 | 1 | 0 | -1.2
O=C(NCCN1CCCCCC1)C1CCCN1S(=O)(=O)c1cccc2nsnc12 (stereo unspecified) | 1 | 7 | -3 | -1 | 0 | 98 | 0.0 | -10 | 1 | -1.0

Whole records, quoted from the list. Order of screens: ABHD5 PLIN5 PPI	MC4R antag cAMP	Granule exo inh	Glyco luc inh	Vif inh	ABCB6 inh MLPCN	aDG glyco act	NOD2 RIPK2 PPI	TLR9-MyD88 inh	MC4R ag barr
COc1cccc(-c2cc(C(=O)N3CCc4ccccc4C3)[nH]n2)c1 in the list: -4	2	-1	2	5	103	-0.1	-4	9	-0.2
Cc1cccc(-c2nnc(SCC#N)n2Cc2ccccc2)c1 in the list: 7	7	-1	3	-10	94	0.5	-3	4	-0.1

Further records follow:
SMILES | ABHD5 PLIN5 PPI | MC4R antag cAMP | Granule exo inh | Glyco luc inh | Vif inh | ABCB6 inh MLPCN | aDG glyco act | NOD2 RIPK2 PPI | TLR9-MyD88 inh | MC4R ag barr
O=C1NC(=Nc2cccnc2)S/C1=C/c1ccc(F)cc1 | -2 | -3 | 23 | 12 | -6 | 100 | -0.2 | -7 | . | 0.4
COc1ccc2c(c1)OC[C@H]1[C@H]2N2C(=O)CN(CCc3c[nH]c4ccccc34)C(=O)[C@@]2(C)[C@H]1c1ccccc1 | 1 | 8 | -4 | -3 | 0 | 98 | 0.2 | 10 | -6 | 0.3
CCOc1ccc(OCCCCn2cnc3ccccc3c2=O)cc1 | 4 | 4 | -10 | 1 | -3 | 96 | 0.3 | -1 | 5 | 0.8
COc1cc(OC)cc(-c2nnc(SCC(=O)N3CCCc4ccccc43)o2)c1 | -7 | 0 | 4 | 0 | -6 | 93 | 0.2 | 6 | 0 | -0.3
COc1ccccc1N(C)S(=O)(=O)c1ccc(C(=O)NCCCN2CCCC2=O)cc1 | -2 | -4 | -6 | 0 | -9 | 94 | -0.4 | -22 | 1 | 0.1
COc1ccc2nc(N(CCN(C)C)C(=O)c3ccc(C(=O)c4ccccc4)cc3)sc2c1 | 16 | -2 | 5 | -4 | 0 | 111 | -0.1 | -11 | -8 | 0.5
CCCCN1C(=O)C(O)(CC(=O)c2c(C)coc2C)c2ccccc21 (stereo unspecified) | -3 | 0 | -4 | 1 | -1 | 102 | 0.1 | -6 | -3 | -1.9
O=C(COC(=O)Cc1ccc(Cl)cc1)NCc1ccc(Cl)cc1 | 14 | 20 | 1 | 0 | . | 85 | 2.5 | 2 | -6 | 1.5
CN(C[C@H](CC1CCCCC1)N(C[C@H](Cc1ccccc1)N(CCc1ccccc1)N=O)N=O)N=O | -5 | 10 | 8 | -3 | -2 | 100 | 0.2 | 1 | -11 | 0.8
Cn1cc(SCC(=O)Nc2ccc3c(c2)OCCO3)c2ccccc21 | -7 | 10 | 18 | 1 | 4 | 98 | -0.3 | 2 | -4 | 1.1
Cc1nn(Cc2ccccc2)c(N)c1-c1ccccc1 | -2 | -2 | -1 | -1 | 0 | 96 | 0.0 | -5 | 1 | -1.1
Cc1occc1-c1nnc(SCC(=O)Nc2ccc(F)cc2)n1C | -1 | 5 | -9 | 3 | -7 | 90 | -0.1 | 3 | 1 | -1.1
O=C(Nc1ccccc1-c1nnc(SCc2ccc(Cl)cc2Cl)o1)c1ccccc1 | -3 | 3 | 2 | 6 | 2 | 101 | -0.1 | 2 | 4 | -1.4
CCc1cccc(C)c1NC(=O)COC(=O)c1c2c(nc3ccccc13)/C(=C\c1cccs1)CCC2 | 6 | 20 | 5 | -3 | -4 | 113 | -0.3 | 1 | -9 | 1.0
C/C(=C\C(=O)c1ccc(Br)cc1)NNC(=O)c1ccccc1 | 3 | 14 | -1 | -3 | -10 | 102 | 0.0 | 3 | 3 | -0.3
CCn1cc(CN2CCCC(CNS(=O)(=O)c3cccc4cccnc34)C2)cn1 (stereo unspecified) | 0 | 8 | -4 | 0 | . | 97 | -0.2 | -4 | -6 | -3.5
COC(=O)Nc1csc2c1NC(=O)CCCC2 | -5 | 1 | 8 | 0 | 8 | 95 | -0.1 | 7 | 0 | -0.9
CC1(C)C(=Cc2ccccc2)C(=O)c2ccccc21 | 0 | -4 | -6 | 0 | -2 | 100 | 0.1 | -2 | -5 | 0.1
CC(C)C[C@@H](CN)NC(=O)c1nc[nH]c1C(=O)N[C@@H](Cc1ccccc1)C(=O)CNC[C@H](C)NC(=O)c1nc[nH]c1C(=O)N[C@@H](CC(C)C)C(=O)O | 3 | -10 | 7 | 1 | 7 | 99 | -0.1 | 1 | -13 | -0.8
COc1cc(/C=C2\SC(=S)N(Nc3ccccc3)C2=O)ccc1O | 7 | -7 | -2 | 6 | 1 | 216 | -0.1 | 1 | -20 | -0.9
CC1(C(=O)NS(=O)(=O)c2ccc3ccccc3c2)CCN1C(=O)Cc1ccc(Cl)cc1Cl (stereo unspecified) | -3 | 0 | -4 | -1 | -1 | 97 | -0.3 | -8 | . | 0.9
O=C(O)CCCCCNc1ccc2nsnc2c1[N+](=O)[O-] | 3 | -27 | -6 | -1 | -7 | 99 | -0.1 | -7 | -4 | -1.2
CC(C)CNC(=O)C1CCN(S(=O)(=O)c2ccc3c(c2)OCCO3)CC1 | 0 | 4 | -2 | 2 | 16 | 96 | -0.4 | 3 | 3 | -0.9
C=CCN(C(=O)c1oc2c(Cl)cc(C)cc2c1C)C1CCS(=O)(=O)C1 (stereo unspecified) | 1 | -6 | 1 | 1 | -7 | 93 | 0.6 | -4 | -7 | -2.9
N#C/C(=C\C1=C(N2CCOCC2)C(=C\c2ccccc2)/CC1)C(=O)Nc1ccccc1F | -2 | 7 | -6 | -3 | 0 | i | -0.3 | -11 | 5 | -0.1
Cc1nn(-c2ccccc2)c(C)c1C(=O)OCC(=O)Nc1cccc(S(N)(=O)=O)c1 | -14 | 5 | 0 | 16 | ? | 93 | 0.2 | -1 | -4 | -0.1
O=C1S/C(=C/c2ccc(N3CCOCC3)o2)C(=O)N1Cc1ccc(F)cc1 | 12 | -4 | 78* | 2 | 33 | 154 | -0.1 | 1 | 6 | -1.9
CCOc1ccccc1N1CCN(C(=O)NC2CCCCC2)CC1 | 4 | 5 | 3 | -1 | 1 | 102 | 0.0 | -4 | 7 | -1.5
C=CCN(C(=O)Nc1ccc2oc(C)nc2c1)c1ccccc1 | -33 | -5 | -1 | 0 | . | 97 | -0.3 | -8 | 6 | -1.7
O=C(CCC1CCCN(C(=O)c2ccc3cc[nH]c3c2)C1)N1CCN(c2ccccn2)CC1 (stereo unspecified) | -1 | 1 | -4 | 0 | -4 | 99 | 0.3 | -5 | -11 | -3.2
COc1ccc2cc(C3CC(c4ccco4)=NN3S(C)(=O)=O)c(Cl)nc2c1 (stereo unspecified) | 3 | 5 | 5 | -1 | 6 | 93 | 0.1 | 3 | 6 | -0.2
CCCCNC(=O)c1onc(CSc2cc(C)cc(C)c2)c1C(=O)NCCCC | -6 | 10 | 3 | -3 | -6 | 85 | 0.0 | 4 | -6 | -1.0
Cc1nnc(SCC(=O)c2c(N)n(C)c(=O)n(C)c2=O)n1Cc1ccccc1 | -4 | -2 | -3 | 0 | 4 | 99 | 0.0 | -4 | 4 | -1.4
CCC(CC)c1nnc(NC(=O)c2ccc3c(c2)OCO3)s1 | -5 | 1 | -3 | 2 | 24 | 96 | 0.1 | 1 | 2 | -0.6
CCCCc1ccc(N=N/C(C(=O)Nc2ccc(NC(C)=O)cc2OC)=C(/C)O)cc1 | 16 | 0 | 8 | -1 | 7 | 87 | -0.2 | 0 | -2 | 0.9

Some of the compounds tested; rates above refer to the full screens.
